Screening data (PubChem BioAssay)
PLC-gamma1 inh = PLC-gamma1 enzyme inhibitors, primary screen, biochemical, fluorescence, purified enzyme | 1-phosphatidylinositol 4,5-bisphosphate phosphodiesterase gamma-1 (Homo sapiens), P19174 | fluorogenic substrate | inhibition, % at 12.2 µM | 370,000 tested, 0.84% active; in the data active = inhibition above about 9.5%
Tn6 DDE FP = inhibitors of Tn6 peptide binding to fibrin DD(E), primary screen, biochemical, fluorescence polarization, human fibrin, Tn6 probe | Fibrinogen beta chain (Homo sapiens), P02675 | Fibrin DD(E) TRITC-Tn6 fluorescence polarization displacement | inhibition, % at 8.3 µM | 370,000 tested, 0.21% active | AID 720509, 2013;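 active = inhibition above a per-campaign cutoff: mean of compounds within control limits plus 3 SD, cut at about 15% in these data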;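 also: 0% = median of all compound wells on the plate and 100% = blocking peptide control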
PLCb3 inh = human PLC-beta3 inhibitors, primary screen, biochemical, fluorescence | 1-phosphatidylinositol 4,5-bisphosphate phosphodiesterase beta-3 (Homo sapiens), Q01970 | Purified PLC-beta3, fluorogenic substrate | inhibition, % at 12.2 µM | 370,000 tested, 0.18% active; in the data active = inhibition above about 11%;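 also: 0% = median of compound wells on plate and 100% = full blocker control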
Tn7 DDE FP = inhibitors of Tn7 peptide binding to fibrin DD(E), primary screen, biochemical, fluorescence polarization, human fibrin, Tn7 probe; FP displacement of FITC-Tn7 peptide from fibrin DD(E); 0% = median of compound wells per plate; Fibrinogen beta chain (Homo sapiens), P02675; 370,000 tested, 0.13% active; inhibition, % at 8.3 µM;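 active = inhibition above the mean of compounds falling within the control limits plus 3 SD of them, cut at about 14% in these data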;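 also: 0% = plate median of compound wells and 100% = 10 µM Aha-Tn7 peptide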
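Measure: % inhibition scaled between sample-field median and high-control FP; Test system: human fibrin DD(E); Quantity: 2 µM final DD(E) protein; Doses: one dose, 8.3 µM nominal; Schedule: compound with protein 10 min, then 3 h after probe, room temperature; Detection: fluorescence polarization; Medium: Tris buffer with calcium and detergent, pH 7.8.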
ARFGAP1 inh = inhibitors of rat ARFGAP1 GAP activity, primary screen, biochemical, fluorescence polarization, GDP tracer. ADP-ribosylation factor GTPase-activating protein 1 (Rattus norvegicus), Q62848. Arfgap1-stimulated ARF1 GTP hydrolysis, GDP FP detection. inhibition, % at 16.5 µM. 360,000 tested, 0.26% active;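 active = inhibition above a per-plate limit, mean inhibition of low control wells plus 3 SD, cut at about 25% in these data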;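 also: 0% = DMSO wells with enzyme and 100% = wells lacking Arfgap1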
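system = rat Arfgap1 catalytic domain, aa 1-136 | technique = FP, GDP Alexa 633 tracer displaced from anti-GDP antibody, 620/688 nm | compound = one concentration, 16.5 µM, DMSO 1.26% | medium = HEPES-based buffer, pH 7.5 | timing = compound-enzyme preincubation 20 min, reaction 120 min, detection 60 min, 25 °C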
proKLK7 act = proKLK7 zymogen activators, primary screen, biochemical, fluorescence intensity. 370,000 tested, 0.9% active. Kallikrein-7 (Homo sapiens), P49862. activation, % at 7 µM. purified proKLK7, EDANS-DABCYL substrate fluorescence; 100% is mature enzyme control, 0% vehicle;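 active = activation above the mean of all tested compounds plus 3 SD, computed per campaign excluding outliers beyond control limits, cut at about 13% in these data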
Rev-erbA mod = modulators of Rev-erb alpha DNA binding, primary screen, biochemical, FITC-DNA, fluorescence polarization, uHTS. Nuclear receptor subfamily 1 group D member 1 (Homo sapiens), P20393. Rev-erbα–FITC-DNA binding, 90 min. activity, % at 10 µM. 370,000 tested, 0.79% active;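 active = activity above about 14%, limit read from the data; passing the limit was not always enough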;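 also: 0% = DMSO wells with 35 nM protein and 100% = DMSO wells with 750 nM protein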
UHRF1 binding = UHRF1 methylated DNA binding inhibitors, primary screen, counter-screen for MBD2 inhibitor project, biochemical, TR-FRET, human UHRF1, single concentration; E3 ubiquitin-protein ligase UHRF1 (Homo sapiens), Q96T88; UHRF1 binding to methylated oligo; inhibition, % at 4.4 µM; 370,000 tested, 0.75% active; in the data active = inhibition above about 21%;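 also: UHRF1 SRA domain binding a hemimethylated CpG hairpin DNA probe; 0% = median of test compound wells and 100% = reference inhibitor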
HGIII-sPLA2 inh = human group III sPLA2 inhibitors, primary screen, biochemical, QFRET, BODIPY PC-A2 liposome substrate; Group 3 secretory phospholipase A2 (Homo sapiens), Q9NZ20; QFRET BODIPY PC-A2 liposome hydrolysis, fluorescence; inhibition, % at 12.2 µM; 370,000 tested, 0.56% active;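 active = inhibition above mean plus 3 SD of compounds lying within the high and low control bounds, cut at about 19% in these data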;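 also: 0% = median of test compound wells and 100% = no enzyme DMSO wells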
ASAP1 GAP inh = inhibitors of human ASAP1 ArfGAP activity, primary screen, biochemical, fluorescence polarization | Arf-GAP with SH3 domain, ANK repeat and PH domain-containing protein 1 (Homo sapiens), … | ASAP1-stimulated ARF1 GTP hydrolysis, GDP FP detection | inhibition, % at 16.5 µM | 360,000 tested, 0.19% active | AID 624377, 2012; in the data active = inhibition above about 25%;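 also: 0% = vehicle with enzyme and substrate and 100% = no enzyme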
Numbers without * were called inactive; i = inactive; x = not tested or not shown.

The line under a structure holds: PLC-gamma1 inh	Tn6 DDE FP	PLCb3 inh	Tn7 DDE FP	ARFGAP1 inh	proKLK7 act	Rev-erbA mod	UHRF1 binding	HGIII-sPLA2 inh	ASAP1 GAP inh
> CC1(c2ccccc2Cl)NC(=O)N(CC(=O)c2ccc3c(c2)OCO3)C1=O (stereo unspecified)
    -1.3	-1.8	-7.2	-4.5	-2.4	0.0	-2.3	2.2	0.7	-2.7
> O=C(COc1ccc(Cl)cc1Cl)c1ccc[nH]1
    -3.5	3.7	-14.3	3.4	-0.6	-0.8	-4.4	-1.5	-1.4	3.0
> CCC(=O)Nc1ccc2c(c1)nc(CN1CCN(C(C)=O)CC1)n2C
    -0.7	2.6	4.4	-3.8	21.6	0.0	-2.1	-0.3	0.3	10.1
> Cc1ccc(S(=O)(=O)NCCC(=O)Oc2ccc3ccc(=O)oc3c2)cc1
    i	6.4	i	-1.9	0.6	48.6*	-10.3	-1.5	-4.4	-11.4
> Cc1cccc(OCc2nnc(NC(=O)c3cccs3)s2)c1
    -9.4	-7.7	-7.8	-3.3	8.4	0.5	3.2	1.1	4.7	-3.1
> CCNC(=S)N(CCCO)Cc1cc2cc3c(cc2[nH]c1=O)OCCO3
    -70.4	-4.6	-93.9	1.8	-2.5	0.1	-0.8	7.2	0.7	-9.6
> CCSc1cc(N2CCCC2)nc(-c2ccc(F)cc2)n1
    8.5	-1.8	10.8*	-2.3	6.3	-1.1	2.9	2.0	9.9	-3.1
> Cc1cccc(OCC(=O)NNC(=O)Nc2cccc(Cl)c2)c1C
    1.1	-2.0	-1.8	-3.2	3.5	0.6	-1.5	-0.6	-1.2	7.5
> C/C(=N\NC(=O)c1nnn(-c2nonc2N)c1CSc1ccc(C)cc1)c1ccco1
    1.7	3.9	-5.6	1.0	-3.0	-0.2	-0.7	-0.7	-0.2	2.5
> Fc1cccc(Cc2c(-c3cccc(Br)c3)nc3ccc(Br)cn23)c1
    -9.6	3.0	-13.2	-3.2	-12.3	-0.6	0.0	-1.9	-26.7	-19.9
> COC(=O)c1nc2ccccn2c1F
    -5.7	-0.3	-13.7	1.5	-12.0	0.5	3.5	-1.8	-0.2	15.3
> CCn1cc(/C=C/C(=O)Nc2ccn(Cc3c(F)c(F)c(F)c(F)c3F)n2)cn1
    -0.5	3.3	-2.6	-0.7	4.0	0.8	1.4	0.4	0.8	4.5
> Cc1csc(NC(=O)c2ccc(S(=O)(=O)N3CCCC3)cc2)n1
    -1.0	1.2	-7.0	-4.0	-5.6	0.1	3.1	1.1	-3.5	-2.1
> O=S(=O)(NCc1ccccc1)c1ccccc1Br
    -1.2	-5.1	3.2	-0.1	5.1	-0.2	-2.3	-1.3	-4.7	10.3
> C/C(=C\c1ccc2c(c1)OCO2)C1Nc2cccc3cccc(c23)N1
    0.2	-13.3	-1.4	7.2	-8.2	-0.7	-2.4	-8.6	7.3	-12.6
> Cc1ccc(S(=O)(=O)N(C)C)cc1NC(=O)COC(=O)C1(c2ccccc2)CC1
    -5.0	5.3	-10.0	0.7	9.3	-0.2	-0.3	-1.1	2.4	-2.0
> O=C(Cc1c(Cl)cccc1Cl)NC1CC1
    1.2	6.0	-4.2	-1.8	9.9	0.1	-2.2	3.0	2.1	0.5
> NS(=O)(=O)c1ccc(CCNC(=O)COC(=O)CCSc2ccc(Cl)cc2)cc1
    0.1	6.3	1.6	-7.2	3.3	-0.2	2.3	0.2	-8.3	-1.9
> Cc1cnc2nc(-c3ccccc3)ccc2c1
    1.9	6.2	1.4	-8.0	25.9*	0.3	-4.8	-0.6	3.4	4.3
> COC(=O)c1cnc2c(c1C(=O)OC)c(=O)n(C)c(=O)n2C
    -53.8	0.7	-75.2	10.4	1.8	1.5	2.1	4.0	6.1	-5.0
> COc1ccc2[nH]c3c(=O)n(Cc4ccc(C(=O)NCC5CCCO5)cc4)c(=S)[nH]c3c2c1 (stereo unspecified)
    -21.9	8.1	-26.6	-3.0	-11.2	-2.0	-26.4	5.3	3.2	6.9
> Cc1cccc(NC(=O)C2COc3ccccc3O2)n1 (stereo unspecified)
    3.2	-2.2	-5.6	4.3	-6.1	-0.1	2.2	-0.8	0.8	-4.5
> COc1cc(-c2coc3c(C(=O)NCc4ccc(N(C)C)cc4)cccc23)ccc1O
    -1.4	4.3	-2.0	7.2	-11.9	-0.6	-1.1	-2.0	-9.4	-5.5
> O=C(CN1C(=O)NC(c2ccccc2)(c2ccccc2)C1=O)NC1CCCC1
    1.6	-3.4	-4.6	5.4	5.3	-0.5	4.3	-0.5	0.2	0.4
> N#CCC[C@H]1CC[C@]2(CCCN(C(=O)c3ccccc3)C2)O1
    4.3	1.0	0.8	0.4	x	0.6	0.6	2.5	19.4*	x
> Cc1ccc(S(=O)(=O)N2CCN(c3ccccc3)CC2)c(C)c1
    0.1	-4.4	-3.5	-5.0	0.9	-0.2	-1.7	-4.1	3.9	2.6
> Cc1ccc(OCC(=O)Oc2ccc(C(C)C)cc2)cc1
    1.4	-4.6	-0.5	-1.8	1.4	-0.6	2.4	2.7	0.5	-3.0
> N#Cc1cccc(NC(=O)C2CCCN(C(=O)c3ccc(Cl)cc3)C2)c1 (stereo unspecified)
    -1.6	1.3	-1.2	-4.3	-2.2	-0.2	-14.2	0.0	-5.0	-10.6
> Cc1ccc(S(=O)(=O)NCCCCC(NC(=O)OC(C)(C)C)C(=O)O)cc1 (stereo unspecified) (tested in a mixture with another compound)
    2.9	3.0	-1.2	8.5	8.6	-0.5	-0.5	-0.2	2.5	5.4
> O=C(NCc1cccc(F)c1F)C1CCC(=O)N(C2CC2)C1 (stereo unspecified)
    -0.1	0.9	-7.7	-2.9	4.3	-0.3	-0.8	-0.3	6.7	-4.9

3 compounds from above, sorted by the value under Tn6 DDE FP, high to low.
structure	Tn6 DDE FP
COC(=O)c1cnc2c(c1C(=O)OC)c(=O)n(C)c(=O)n2C	0.7
Cc1cccc(OCC(=O)NNC(=O)Nc2cccc(Cl)c2)c1C	-2.0
Cc1cccc(OCc2nnc(NC(=O)c3cccs3)s2)c1	-7.7

Further compounds follow.
The line under a structure holds: PLC-gamma1 inh	Tn6 DDE FP	PLCb3 inh	Tn7 DDE FP	ARFGAP1 inh	proKLK7 act	Rev-erbA mod	UHRF1 binding	HGIII-sPLA2 inh	ASAP1 GAP inh
> O=C(Nc1c(Cl)c(C2CC2)nn1-c1ccccc1)C(Cl)(Cl)Cl
    -2.3	2.2	0.6	-1.4	1.3	-0.5	10.0	1.3	-10.5	6.9
> Cc1ccc(C(=O)C(C)OC(=O)CCN=C2NS(=O)(=O)c3ccccc32)cc1 (stereo unspecified)
    6.8	-3.3	0.6	5.3	4.7	0.0	-3.0	-4.4	-0.7	2.1
> C=CCOc1ccc(C2/C(=C(\O)c3ccc4c(c3)OCCO4)C(=O)C(=O)N2CCCN2CCOCC2)cc1 (stereo unspecified)
    -3.9	-0.8	-12.6	-3.6	8.5	0.1	1.3	-7.7	-6.9	0.6
> O=C(CCN1CCN(Cc2ccccc2)CC1)NNC(=O)Cc1ccc(Cl)c(Cl)c1
    -2.7	-8.6	-3.2	-4.4	8.9	-0.8	-2.1	2.0	2.8	-5.3
> Cc1nn(-c2ccccc2)c2nc(=O)n(-c3ccccc3)cc12
    -7.8	-0.9	-8.2	-9.4	-13.5	1.1	-1.7	-0.7	4.2	-1.9
> CS(=O)(=O)Nc1ccc(S(=O)(=O)Nc2nccs2)cc1
    0.5	1.9	0.1	1.0	-8.5	-0.2	4.7	2.3	5.9	0.8
> CC(/C=C/c1ccccc1)=N\NC(=O)CSc1ccccn1
    -2.0	-3.7	0.1	1.9	0.6	-0.5	-0.6	-0.6	1.6	-4.1
> CC(C)(C)c1cc(C(=O)NCCCn2ccnc2)cc(C(C)(C)C)c1
    7.2	-0.3	0.3	-3.4	5.3	0.0	3.1	-1.9	-19.6	5.2
> O=C(CSc1nnc(-c2ccccn2)n1-c1ccc(Cl)cc1)Nc1ccccc1-c1ccccc1
    1.0	-0.7	-1.7	14.0*	x	0.1	7.4	-0.4	-0.8	x
> CCCCOC(=O)/C(=C/C=C/c1ccccc1)NC(=O)c1ccccc1
    -0.6	7.0	-4.5	-1.0	9.3	-0.4	2.8	2.4	-7.2	12.0
> CC(=O)c1cccc(Nc2c3c(nc4ccccc24)CCC3)c1
    -10.7	12.5	-21.2	5.0	10.4	0.0	-3.0	0.3	-0.3	0.6
> CSc1nc(N(C)NC(=O)c2ccccc2)c2ccccc2n1
    2.0	-0.7	2.0	-6.4	10.3	-0.8	0.8	-0.1	-1.1	-2.9
> O=[N+]([O-])c1ccc(S(=O)(=O)NCCc2ccncc2)cc1
    -2.0	-4.3	3.8	-0.1	8.0	-0.2	-4.0	-2.3	-1.1	-8.5
> O=C1OCC2=C1C(c1ccccc1)CC(=O)N2c1ccc(F)cc1 (stereo unspecified)
    11.2*	4.9	2.0	-5.7	4.6	-0.4	-3.4	6.2	-5.0	7.5
> O=C(c1ccc(CS(=O)c2ccccc2Cl)o1)N1CCOCC1 (stereo unspecified)
    1.2	8.4	-10.8	9.3	-0.7	-0.6	4.6	14.9	12.7	-5.6
> CCOc1ccc(OCC(=O)OCc2cc(=O)n3cc(Br)ccc3n2)cc1
    -1.3	5.2	-11.5	1.3	-0.2	0.9	-1.4	0.4	11.5	-3.5
> O=C(O)c1ccc(CSCc2ccccc2F)o1
    -81.2	-3.2	-1.7	-8.0	7.4	0.2	8.0	14.6	-2.3	2.4
> COC(=O)N/N=C/c1cccc(OCCSc2ccc(Cl)cc2)c1
    -2.7	-8.7	-3.6	-0.6	23.1	-0.1	4.1	2.9	-5.2	0.6
> COc1ccc(CCN2CCCC(CN(C)Cc3cc(OC)c(OC)c(OC)c3)C2)cc1 (stereo unspecified)
    3.2	2.0	-5.2	1.1	-5.2	0.1	-6.1	-0.1	-7.4	-15.1
> Cc1ccc(S(=O)(=O)N2CCOCC2)cc1NC(=O)CN(C)C1CCS(=O)(=O)C1 (stereo unspecified)
    1.8	1.8	-3.6	-2.4	8.8	-0.3	-7.8	2.8	-0.7	6.7
